Compound activity: PubChem BioAssay, several laboratories
phage Ecoli inh – E. coli growth loss with phage present. growth absorbance. inhibition, % at 11.9 µM. actives 0.26% (n = 360,000). AID 651602; in the data active means inhibition above about 11%
HTR5A ag – counter-screen for OPRM1-OPRD1 agonists: human HTR5A agonism; actives 0.61% (n = 340,000); HTR5A agonist assay, luminescence, cell-based; activation, % at 9.3 µM; AID 504692; in the data active means activation mostly above about 9.5%, no sharp cut-off; inactive means mostly below about 7.6%;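 further: 0% = cells with vehicle only and 100% = reference agonist; strong numbers were not always called active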
Target sequence (P47898 whole entry, looked up): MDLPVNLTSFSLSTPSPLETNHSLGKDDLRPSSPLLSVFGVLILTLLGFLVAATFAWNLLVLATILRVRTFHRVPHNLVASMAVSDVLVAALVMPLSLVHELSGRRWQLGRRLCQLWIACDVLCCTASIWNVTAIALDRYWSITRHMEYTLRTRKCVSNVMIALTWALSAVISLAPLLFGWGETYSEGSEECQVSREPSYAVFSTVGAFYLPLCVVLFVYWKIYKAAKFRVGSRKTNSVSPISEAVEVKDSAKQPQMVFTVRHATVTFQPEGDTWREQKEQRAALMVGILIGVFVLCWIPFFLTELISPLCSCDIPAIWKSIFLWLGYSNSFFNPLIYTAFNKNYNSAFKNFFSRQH
PfHsp90 set2 – growth inhibition of yeast expressing Plasmodium Hsp90; S. cerevisiae expressing PfHsp90, BacTiter-Glo ATP, 48 h; yeast lacking PDR1 and PDR3 efflux regulators; inhibition, % at 9.4 µM; AID 504621; actives 0.32% (n = 310,000);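 active means every replicate shows inhibition above about 80%, whatever the replicate mean, limit read from the data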;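 further: 0% = DMSO neutral controls and 100% = 20 µM radicicol positive controls; yeast relying on Plasmodium falciparum Hsp90 in place of its own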
SUMO Mot1 rescue – SUMOylation pathway inhibition by Mot1-301 growth rescue. S. cerevisiae Mot1-301 growth rescue, ATP luminescence, 38.5C; percent above DMSO median, 100 means doubled. growth rescue, % at 18.8 µM. actives 1% (n = 320,000);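 active means every valid replicate shows activation above 250% relative to neutral control wells; inactive means the rest, any valid replicate at or below 250%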;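 further: OY570 slx delta 5 strain wells were the positive control but not used for scaling; some compounds called inactive have numbers as strong as hits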
MOR-DOR inv ag – inverse agonist of human OPRM1-OPRD1 heterodimerization. P35372+P41143. cell-based MOR-DOR heterodimer luminescence, inverse agonism. inhibition, % at 9.3 µM. actives 0.21% (n = 340,000); in the data active means inhibition above about 22%, passing the limit was not always enough;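 further: 0% = cells with DMSO and 100% = wells without cells with DMSO; values of inactives mirror those of a sister screen read the other way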
E coli growth – counter-screen for AddAB inhibitors: E. coli growth inhibition | AID 449728 | E. coli V3065 growth, OD600 absorbance, 18 h | actives 0.27% (n = 330,000) | inhibition, % at 11.9 µM;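 active means inhibition above the campaign's mean inhibition across all tested compounds plus 3 SD, cut at about 9.9% in these data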;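 further: uninfected addAB+ strain grown without phage in ampicillin broth; 0% = DMSO wells and 100% = ciprofloxacin 0.95 µg/ml wells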
OPRM1-OPRD1 ag – OPRM1-OPRD1 heterodimerization agonism | P35372+P41143 | cells, luminescence | activation, % at 9.3 µM | actives 0.3% (n = 340,000) | AID 504326; in the data active means activation above about 18%;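 further: 0% = vehicle-treated cells and 100% = reference agonist; values of inactives mirror those of a sister screen read the other way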
AddAB inh – less growth of phage-infected E. coli with AddAB. E. coli expressing H. pylori AddAB, absorbance growth. inhibition, % at 11.9 µM. actives 0.29% (n = 330,000); in the data active means inhibition above about 12%;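 further: 0% = vehicle wells of infected cells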
DSG3 Ab inh – blocks pemphigus antibody binding to human desmoglein-3; P32926; DSG3-coupled beads, scFv-anti-DSG3-GFP binding, flow cytometry; hits give low values; binding (percent of control), % at 10 µM; actives 0.48% (n = 310,000); AID 588358;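 active means binding more than 3 SD below its plate's average and above zero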;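 further: hits lower antibody fragment binding to DSG3; some compounds called inactive have numbers as strong as hits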
HTR5A inv ctr – counter-screen for OPRM1-OPRD1 inverse agonists: human HTR5A inverse agonism | HTR5A cell line, luminescence | inhibition, % at 9.3 µM | actives 0.083% (n = 340,000) | AID 504634; in the data active means inhibition mostly above about 23%, no sharp cut-off; inactive means mostly below about 18%;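 further: 0% = cells with DMSO and 100% = no-cell wells with DMSO; some compounds called inactive have numbers as strong as hits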
PKA-R1A act – activates the PKA-R1A holoenzyme complex. AID 504707. actives 0.083% (n = 340,000). PKA-R1A dissociation, Cy5-IP20 fluorescence polarization; scaled: DMSO 0%, 113 µM cGMP 100%. activation, % at 11.4 µM. P00514+P68181;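 active means percent activation above the mean of all tested compounds plus 3 SD, cut at about 19% in these data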;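 further: higher means more PKAc released from R1A so a rise in polarization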
* hit, by the source's call; . = not tested or not shown.

SMILES | phage Ecoli inh | HTR5A ag | PfHsp90 set2 | SUMO Mot1 rescue | MOR-DOR inv ag | E coli growth | OPRM1-OPRD1 ag | AddAB inh | DSG3 Ab inh | HTR5A inv ctr | PKA-R1A act
CN1C[C@@H]2[C@@H]3C(=O)N(C)C(=O)[C@@H]3[C@](Cc3ccccc3)(C1=O)N2C(=O)c1ccc(F)cc1 | 1.0 | 4.6 | 1.5 | . | 21.4 | . | -4.7 | . | 105.8 | 12.0 | -13.9
COc1ccc(-c2[nH]c(-c3cccc(OC)c3)nc2SCC(=O)NC2CCCC2)cc1 | 1.4 | -0.2 | -6.3 | 30.5 | 5.2 | -1.6 | -0.9 | -0.7 | 109.4 | 5.0 | 8.1
CN(C(=O)Cn1c(=O)oc2cc(S(=O)(=O)N3CCCC3)ccc21)C1CCCCC1 | 0.6 | 5.1 | 26.7 | -6.2 | 18.9 | -1.3 | -3.7 | 1.9 | 103.3 | -3.6 | -2.3
CCNC(=S)N(CCc1c(C)[nH]c2ccc(F)cc12)Cc1cccnc1 | 1.5 | -2.1 | 22.1 | -11.4 | 12.1 | -1.3 | -2.6 | -1.9 | 99.6 | 8.2 | -14.9
CCOC(=O)c1cccc(S(=O)(=O)N2CCCC2)c1 | 1.7 | 3.0 | -13.3 | -8.4 | 7.7 | -0.2 | -1.5 | 0.9 | 104.4 | -7.8 | -7.6
CCC(=O)Oc1ccc(C(CC)C(CC)c2ccc(OC(=O)CC)cc2)cc1 (stereo unspecified) | 1.5 | 5.5 | -2.2 | . | 4.0 | 1.9 | -0.8 | 2.3 | 90.9 | -19.8 | 1.2
COC(=O)c1cccc(Cn2c(Cl)c(/C=N/Nc3ccccc3C)sc2=O)c1 | 2.2 | 3.0 | -62.4 | -22.2 | 6.2 | 3.3 | -1.2 | 3.7 | 97.7 | 21.9 | -8.8
Cc1ccc(SC[C@H](c2ccccc2)N2CCN(C)CCC2=O)cc1 | 1.9 | 5.1 | 17.3 | . | 13.8 | . | -2.4 | . | 105.2 | -13.6 | -6.2
COc1cc(NC(=O)COc2cccc(C)c2C)ccc1NC(=O)c1ccco1 | 0.6 | -1.4 | -4.1 | -10.0 | 13.9 | 0.0 | -2.6 | 2.2 | 103.5 | 4.0 | -0.5
C=CCN1C(=O)/C(=C\C(C)=C\c2ccccc2)SC1=S | 2.2 | 0.4 | -18.9 | 0.3 | 0.8 | -0.3 | -0.1 | 3.0 | 111.3 | 2.5 | -3.7
CC(C)CCN1CCN(Cc2cccn2-c2ccccn2)CC1CCO (stereo unspecified) | 4.2 | 1.3 | 6.5 | 9.1 | 5.9 | 0.8 | -0.9 | 0.2 | 87.3 | 13.5 | 7.6
COC(=O)c1ccc(CSc2ncnc3sc(C)c(C)c23)o1 | 2.0 | 1.4 | . | 5.5 | -4.5 | 0.4 | 0.8 | 3.6 | 99.2 | -3.4 | 4.4
CN(C)S(=O)(=O)c1ccc2c(c1)nc(CCC(=O)NCC1CCCCC1)n2C | 2.0 | -3.1 | -7.1 | 4.2 | 12.8 | 2.4 | -2.5 | 2.9 | . | 16.6 | -7.0
COc1ccc(C(=O)Nc2ccccc2C(=O)O)cc1Cl | -0.9 | 7.0 | 44.4 | 3.0 | 9.4 | 0.1 | -1.8 | 3.3 | . | 2.9 | 3.0
CN1CCN(S(=O)(=O)c2cccc(C(=O)Nc3ccccc3N3CCOCC3)c2)CC1 | 1.4 | 1.0 | 6.8 | . | 1.1 | 0.6 | -0.2 | -0.7 | 104.5 | -6.0 | 1.9
O=C(CSc1nc(O)c(C2CCCCC2)c(=O)[nH]1)Nc1ccccc1Cl | 2.2 | 4.5 | -26.9 | -8.7 | 21.5 | -0.1 | -4.0 | 2.5 | 99.5 | -12.6 | -17.1
C[N+]1(CCCCCCC(=O)/C=N/O)CCCCCC1 | 3.2 | -8.6 | . | 2.3 | 14.1 | -3.5 | -2.4 | 0.8 | . | 22.4 | -0.2
O=C(COC(=O)Cc1ccccc1F)NCCc1ccccc1 | 0.1 | 0.7 | 6.6 | -12.8 | 10.7 | -0.8 | -2.7 | 3.1 | 91.7 | -13.8 | 0.9
COC(=O)c1ccc(CNC(=O)C2CCC(=O)N(CCCc3ccccc3)C2)cc1 (stereo unspecified) | 1.0 | -1.8 | -5.5 | 44.8 | 10.0 | 1.2 | -2.0 | 1.6 | 97.2 | -12.4 | -10.3
COc1ccc(CN(C)C(=O)c2cc(-c3ccccc3)nc3ccc(C)cc23)c(OC)c1OC | 3.0 | 7.0 | 15.4 | -9.6 | -8.8 | 1.5 | 2.2 | 0.0 | 110.4 | -18.0 | -5.8
Cc1cc(C)cc(C(=O)N2CCC3(CC2)NCCc2[nH]cnc23)c1 | 2.2 | -2.1 | -26.7 | 395.7* | 18.4 | 3.0 | -3.7 | 2.9 | 119.3 | 8.0 | -7.6
O=S1(=O)c2cccc3cccc(c23)N1Cc1ccc(-c2nnco2)cc1 | 2.7 | -1.3 | -25.2 | 3.3 | 0.7 | 1.9 | -0.1 | 2.2 | 104.2 | 3.4 | -2.9
COc1ccc(C(=O)NCc2ccccc2)cc1Br | 3.0 | 3.4 | -3.9 | -19.4 | 0.4 | 1.2 | -0.1 | 4.3 | 101.8 | -11.8 | -2.6
C=CCN(C(=O)CCc1ccccc1OC)c1nc(-c2ccc(S(C)(=O)=O)cc2)cs1 | -0.6 | 2.5 | 15.8 | 2.3 | -4.1 | -1.4 | 0.8 | 4.4 | 100.3 | -6.6 | -2.6
COc1ccc2oc(C(=O)OCC(=O)N(C)c3ccccc3)c(C)c2c1 | 0.7 | 5.5 | -19.9 | -12.8 | 6.1 | 1.1 | -0.9 | -0.7 | 99.4 | -16.7 | -15.1
Cn1nccc1C(=O)N1CCCC(C(=O)c2ccc(Oc3ccccc3)cc2)C1 (stereo unspecified) | -0.6 | 6.0 | -45.9 | -5.4 | -9.1 | -0.1 | 1.8 | 1.7 | 103.1 | 7.1 | -7.7
CC(C)(C)C(=O)NC(=S)N1CCOCC1 | 4.1 | 2.3 | 10.4 | 11.7 | -2.1 | -1.6 | 0.3 | -1.1 | 99.5 | 7.1 | -13.2
CC(C)(C)c1ccc(S(=O)(=O)CC(O)CSc2nc3c(cc2C#N)CCCC3)cc1 (stereo unspecified) | 0.6 | 1.3 | -5.4 | . | 10.5 | -0.4 | -2.1 | -1.0 | 113.8 | -0.1 | -7.0
Brc1ccc(-c2nc3ccccc3s2)s1 | 2.0 | -5.9 | -3.4 | . | -3.5 | 0.2 | 0.6 | -0.7 | 102.5 | -14.5 | -4.5
O=C(Nc1cc(C(F)(F)F)ccc1Cl)C(=O)N1CCCCC1 | 6.0 | 1.0 | -6.0 | -2.9 | 5.0 | -0.3 | -0.9 | 0.3 | 98.1 | -2.0 | 3.0
COC(=O)Cn1nc(-c2ccc(C)cc2)c2ccccc2c1=O | 4.7 | -4.3 | -4.5 | 6.6 | 2.1 | -0.1 | -0.5 | -0.2 | 100.8 | 11.9 | 9.9
Cc1ccc(-n2cc(CN3CCNC(=O)CC3)c(-c3cccc(C)c3)n2)cc1 | 2.7 | 4.0 | 6.6 | -10.4 | 0.4 | 0.8 | -0.1 | 2.9 | 107.0 | 8.9 | 5.7
COc1ccc2[nH]c(=O)c(CN(Cc3ccco3)Cc3nnnn3Cc3ccccc3)cc2c1 | 2.0 | -6.3 | 16.7 | -5.7 | 2.4 | 0.5 | -0.4 | 0.9 | 100.5 | 5.0 | -12.0
Cc1cccc(N2CCN(C(=O)C3CCCN(S(=O)(=O)c4cnc[nH]4)C3)CC2C)c1 (stereo unspecified) | -0.1 | 5.2 | . | -8.0 | 5.0 | -0.2 | -1.0 | 0.1 | 100.2 | -5.1 | 1.0
N#Cc1ccsc1NC(=O)CN1CCN(c2ccc(O)cc2)CC1 | 1.6 | 3.2 | 2.9 | 231.3 | 1.9 | 1.1 | -0.4 | 0.2 | 100.6 | -35.3 | -15.4
Cc1ccc(-c2nnc(NCc3nc4ccccc4[nH]3)c3ccccc23)cc1S(=O)(=O)N1CCCCC1 | 2.4 | -0.5 | 1.2 | . | 3.7 | -1.0 | -0.7 | 0.5 | 108.8 | 9.8 | -10.5
CCOc1ccc(NC(=S)Nc2cccc3ccccc23)cc1 | -1.4 | 1.5 | 2.2 | -7.9 | -1.5 | 1.1 | 0.3 | -1.0 | 110.4 | 1.1 | -1.3
O=S(=O)(Nc1cccc(-c2ccc3nncn3n2)c1)c1ccccc1F | 3.1 | 20.1* | 3.1 | -1.3 | -34.2 | 2.7 | 5.1 | 0.3 | 106.3 | -52.4 | -10.2
CC1CC(=O)N(c2ccc(N(C)Cc3ccccc3)c([N+](=O)[O-])c2)C1=O (stereo unspecified) | 2.6 | -0.2 | -5.5 | 118.6 | 11.3 | 0.2 | -2.3 | -0.8 | 94.7 | 0.7 | 1.6
COc1ccc(C(NC(=O)CC(C)C)c2c(O)ccc3ccccc23)cc1 (stereo unspecified) | 3.2 | 2.9 | -18.0 | 3.8 | 3.8 | 1.2 | -0.8 | -0.3 | 101.0 | -10.7 | 3.4
NS(=O)(=O)c1ccc(CNC(=S)NC(=O)c2ccco2)cc1 | 1.2 | -0.7 | 26.4 | -10.3 | 1.5 | -1.8 | -0.3 | -0.3 | 92.8 | 2.7 | -5.5
CCCn1c(C)c(C(=O)OCC)c(O)c(-c2ccccc2)c1=O | -0.7 | . | . | 5.9 | . | -0.2 | . | -0.2 | 114.7 | . | .
O=C(Nc1nc(-c2ccccc2)cs1)c1ccc(Br)o1 | 4.7 | 0.8 | -2.1 | 45.0 | -5.2 | 4.2 | 1.0 | 4.4 | 103.6 | -2.9 | -14.6
CC(=O)N1CN(C2CC(C)(C)NC(C)(C)C2)Cc2c1sc1c2CCCC1 | 2.5 | 8.3 | 13.2 | 6.4 | -3.6 | 2.1 | 0.7 | 1.9 | 105.2 | 1.2 | 2.4
CN1CCC(n2[nH]c(-c3ccccc3)c(Cc3ccccc3)c2=O)CC1 | 1.6 | -2.7 | -4.0 | . | 10.0 | . | -1.9 | . | 94.8 | 10.4 | 8.5
C=CCn1c(N)cc(=O)nc1SCC(=O)Nc1ccc(C(=O)OCC)cc1 | 2.4 | 2.9 | -10.4 | -7.6 | 3.8 | -1.4 | -0.6 | -0.5 | . | 11.9 | -5.6
Cc1ccc(CN2CCN(/N=C\C(Br)=C\c3ccccc3)CC2)cc1 | 3.2 | 2.5 | 13.8 | 13.3 | -10.9 | 1.3 | 2.2 | 2.8 | 88.5 | 9.6 | 0.6
